Source: PubChem BioAssay (National Center for Advancing Translational Sciences (NCATS))
TexasRed fluor: Texas Red fluorescence interference in TRb-SRC2 counter-screen | TRb/SRC2 Texas Red total fluorescence interference | Potency, µM (titrated, usually from 106 µM), for inactives: at the highest dose fluorescence change, negative = quenching | hit rate 0.29% among 280,000 | AID 1479; active = well fitted curve in either direction with a large enough effect
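Human TRβ ligand-binding domain (0.6 uM) and Texas Red SRC2 peptide (20 nM) in Tris buffer with 1 uM T3 and 5% DMSO were incubated with pinned compound for 5 hr at ambient temperature. Total fluorescence was computed as S + 2P (555/632 nm).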
TRb-SRC2 inh: inhibitors of human thyroid hormone receptor beta-SRC2 interaction | P10828 | TRbeta-SRC2 peptide binding, fluorescence polarization; receptor liganded with 1 µM T3 | Potency, µM (doses to about 106 µM), for inactives: top-dose activity change, negative = inhibition, actives largely listed as inhibitors | hit rate 0.065% among 280,000 | AID 1469; active = well fitted inhibition curve with a large enough effect;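 also: plate controls were bound peptide for no effect and peptide without receptor for full effect; nearly all actives have a fitted effect of over 50% in size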
Target sequence (P10828 whole entry, looked up): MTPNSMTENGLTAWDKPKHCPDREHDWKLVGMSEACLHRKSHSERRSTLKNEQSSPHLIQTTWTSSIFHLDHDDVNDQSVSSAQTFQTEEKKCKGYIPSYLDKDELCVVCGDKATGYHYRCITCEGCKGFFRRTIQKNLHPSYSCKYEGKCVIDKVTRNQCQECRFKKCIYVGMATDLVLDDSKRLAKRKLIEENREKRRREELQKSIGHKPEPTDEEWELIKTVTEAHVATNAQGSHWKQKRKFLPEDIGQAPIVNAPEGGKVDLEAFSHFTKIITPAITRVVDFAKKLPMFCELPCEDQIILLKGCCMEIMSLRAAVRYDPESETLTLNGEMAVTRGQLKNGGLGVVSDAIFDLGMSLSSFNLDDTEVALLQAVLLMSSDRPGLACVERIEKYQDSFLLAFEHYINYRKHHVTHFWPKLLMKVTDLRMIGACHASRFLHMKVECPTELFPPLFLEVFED
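Quantitative HTS by FP: 0.6 uM TRb LBD, 20 nM labeled SRC2 20-mer, 1 uM T3, 5% DMSO; 5 hr ambient incubation; % activity per concentration and potencies from concentration series.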
* marks the source's active call; other numbers are inactive results; [ ] = dose if it differs, or a comment. Unless noted, % is scaled to controls: 0 for no effect and ±100 for the full control effect; potency is read from the fitted curve at half-maximal effect.

canonical_smiles | TexasRed fluor | TRb-SRC2 inh
COc1ccc(-c2nc(CSc3nnc(C)n4c3cc3oc(C)cc34)c(C)o2)cc1OC | 1% | 0%
CC(C)(C)C(O)/C(=C\c1ccc(Cl)cc1)n1cncn1 (stereo unspecified) | -1%[201 µM] | -6%[201 µM]
Cc1cc(NC(=O)CCS(=O)(=O)c2cc3c4c(c2)CCN4C(=O)CC3)ccc1Br | -1% | -4%
COc1ccc2cc(-c3nc(-c4ccc(N(C)C)cc4)no3)c(=O)oc2c1 | -2% | 7%
Cc1cccc(CNC(=O)Cn2ccc3cc(S(=O)(=O)N4CCC(C)CC4)ccc32)c1 | -1% | 1%
COc1cc(NC(=O)c2ccc(-n3cnc4cccnc43)cc2)cc(OC)c1 | -3% | 6%
CCc1ccc(NCc2cc3cc4c(cc3n(CC(=O)Nc3ccccc3OC)c2=O)OCCO4)cc1 | -1% | -10%
COc1cc(OC)c(NC(=O)n2ncc3cc(Cl)ccc32)cc1Cl | -2% | -5%
COc1ccc(NC(=O)CSc2nc(-c3ccccc3)nc3cc(=O)[nH]n23)cc1 | -1% | 3%
Cc1ccc(NC(=O)C2CCC(CNS(=O)(=O)c3csc(C(N)=O)c3)CC2)cc1Cl (stereo unspecified) | 2% | 6%
Fc1ccc(Br)cc1 | 1%[201 µM] | -4%[201 µM]
O=C(Nc1ccc(F)cc1)c1ccc(Cn2nc(N3CCN(c4ccccc4)CC3)ccc2=O)o1 | -2% | -1%
Cc1nnc(N2CCC(C(=O)NCCc3ccccc3)CC2)c2nn(-c3ccc(Cl)cc3)c(C)c12 | 0% | -2%
Cc1ccc2c(CNCc3ccc(C)o3)c(C(=O)O)n(Cc3ccc(F)cc3)c2c1 | -3% | 7%
Cc1cccc(NC(=O)c2ccc(-n3cnc4cccnc43)cc2)c1C | 0% | 3%
COc1ccc(-c2noc(-c3ccc(NCCc4ccccc4)c([N+](=O)[O-])c3)n2)cc1 | -1% | 5%
Cc1ccc(NC(=O)C2CCCN(S(=O)(=O)c3ccc4[nH]c(=O)ccc4c3)C2)cc1Cl (stereo unspecified) | -1% | 2%
CCN(CC)C(=O)Cn1cc(SCC(=O)Nc2ccccc2C)c2ccccc21 | -2% | 4%
COc1ccccc1OCCSc1nc(-c2ccc(C(C)(C)C)cc2)nc2cc(=O)[nH]n12 | -1% | 5%
Cc1cccc(OCCSc2nc3ccccc3n2CC(=O)N2CCOCC2)c1 | -1% | 0%
COc1ccc(N2CCN(C(=O)C3CCN(S(=O)(=O)Cc4ccccc4)CC3)CC2)cc1 | 0% | 1%
Cc1ccc(CNCc2c(C(=O)O)n(Cc3ccccc3C)c3cc(C)ccc23)cc1 | 1% | -1%
CS(=O)(=O)N1CCC(n2c(C(F)(F)F)nc3cccnc32)CC1 | 1% | 3%
CCOC(=O)c1[nH]c(C)c(C(=O)NC(CC)Cc2ccccc2)c1C (stereo unspecified) | 0% | 1%
Clc1ccc(-c2noc(-c3cccnc3N3CCN(c4ccccc4)CC3)n2)cc1 | -1% | 1%
COc1ccc(NC(=O)Cn2c(=O)n(Cc3ccccc3)c(=O)c3oc4ccccc4c32)cc1Cl | -1% | -2%
CC(Nc1ccc(-c2nc(-c3ccncc3)no2)cc1[N+](=O)[O-])c1ccccc1 (stereo unspecified) | 0% | 3%
CCOc1ccccc1NC(=O)c1cn(C2CCCC2)c(=O)c2c1c1ccccc1n2C | 1% | -1%
CCc1ccc(NCc2cc3ccc(OC)cc3n(CC(=O)Nc3ccccc3OC)c2=O)cc1 | -1% | 1%
C=CC(=O)OCC[N+](C)(C)C | -2%[201 µM] | 2%[201 µM]
CCOc1ccc(NC(=O)CC2C(=O)N(c3cccc(C)c3)C(=O)N2Cc2ccco2)cc1 (stereo unspecified) | 1% | 11%
O=S(=O)(c1ccccc1)c1nnn2c1nc(NCc1cccs1)c1sccc12 | 0% | -5%
CCCCNc1ccc(-c2nc(-c3ccccc3)no2)cc1[N+](=O)[O-] | 0% | 0%
CCCCCCCCC(=O)O | -1%[201 µM] | -10%[201 µM]
Cc1ccc(NC(=O)CSc2nc(-c3ccc(C(C)(C)C)cc3)nc3cc(=O)[nH]n23)cc1C | 0% | 8%
CCC(CC)C(=O)Nc1c(C(=O)N2CCN(c3ccccc3F)CC2)oc2ccccc12 | -2% | 0%
Cc1cccc(NC(=O)NCCOCCn2c(=O)oc3ccccc32)c1C | 0% | -1%
COc1ccc2c(c1)c1c(c(=O)n(Cc3ccccc3)c(=O)n1CC(=O)Nc1c(C)cccc1C)n2C | -1% | -2%
Cc1c(C)n(Cc2ccccc2)c2ccc(C(=O)N3CCN(c4ccc(F)cc4)CC3)cc12 | 2% | -2%
COc1cccc(NC(=O)Cn2nc(N3CCN(c4ccccc4)CC3)ccc2=O)c1 | 0% | 4%
COc1ccccc1NC(=O)C1CCC(CNS(=O)(=O)c2ccc3c(c2)CC(C)N3C(C)=O)CC1 (stereo unspecified) | -1% | 0%
O=C(CN1C(=O)C2(SCC(=O)N2c2ccccc2)c2ccccc21)NCc1ccccc1Cl (stereo unspecified) | -1% | -7%
Cc1ccccc1CNC(=O)C1CCCCN1S(=O)(=O)c1ccc(F)cc1 (stereo unspecified) | -2% | 14%
O=C(Cn1nc(N2CCN(c3ccccc3)CC2)ccc1=O)Nc1ccc(F)cc1F | -6% | -4%
CCc1ccccc1NC(=O)Nc1nnc(N(C)Cc2ccccc2)s1 | 0% | -2%
COc1ccccc1N1CCN(S(=O)(=O)c2cc(-c3cc(C)no3)ccc2C)CC1 | 0% | 3%
CCC(C)(C)NC(=O)C1CCC(CNS(=O)(=O)c2ccc3c(c2)CC(C)N3C(C)=O)CC1 (stereo unspecified) | 0% | -6%
COc1ccc(NC(=O)CSc2nc3c(c(=O)[nH]2)CN(Cc2ccccc2)CC3)cc1Cl | -1% | -1%
O=C(CSc1nc2c(c(=O)[nH]1)CN(Cc1ccc3c(c1)OCO3)CC2)Nc1ccc(F)c(F)c1 | -1% | -1%
NC(=O)c1cc(S(=O)(=O)NCc2ccc(Br)cc2)cs1 | 1% | 4%
COc1ccc(-c2noc(-c3ccc(N4CCC(C)CC4)c([N+](=O)[O-])c3)n2)cc1OC | -3% | 17%
O=C(Cn1cc(SCc2ccccc2)c2ccccc21)N1CCCCCC1 | -1% | 0%
CC(=O)c1cccc(NC(=O)c2c(C)nn(-c3ccc(F)cc3)c2-n2cccc2)c1 | 1% | 7%
Cc1ncc(CO)c2c1Oc1nc(-c3ccccc3)nc(SCC(=O)Nc3cccc(C(F)(F)F)c3)c1C2 | -2% | -1%
Cc1ccc(NS(=O)(=O)c2ccc(-c3cc(C)no3)cc2)c(Br)c1 | 1% | 8%
COc1ccc(-c2noc(-c3ccc(N4CCN(c5ccc(OC)cc5)CC4)c([N+](=O)[O-])c3)n2)cc1 | -2% | 4%
Cc1cccc(NC(=O)c2cn(-c3ccccc3)nc2-c2ccccc2)c1C | 0% | -2%
CCOc1ccc(-c2nnc(SCC(=O)NCc3ccccc3)o2)cc1 | 0% | 1%
CC(C)CCn1c(=O)c2sccc2n2c(CCCC(=O)NC(C)c3ccccc3)nnc12 (stereo unspecified) | -2% | -3%
O=C(CSc1nc(-c2ccccc2)no1)N1CCN(c2ccc(F)cc2)CC1 | -2% | -3%

Later entries.
canonical_smiles | TexasRed fluor | TRb-SRC2 inh
COc1cc(NC(=O)c2c(-c3ccc(C)cc3)nnc3ccccc23)cc(OC)c1OC | -1% | 7%
CCc1ccc(NC(=O)C2CCCN2S(=O)(=O)c2ccc3nc(-c4ccccc4)[nH]c3c2)cc1 (stereo unspecified) | -1% | -1%
CSc1ccc(CCNC(=O)c2c(C)nn(-c3ccc(F)cc3)c2-n2cccc2)cc1 | 1% | 8%
Cc1cc(C)cc(-n2nnc(-c3nc(-c4ccc5c(c4)OCO5)no3)c2C)c1 | -1% | -2%
CN(C)Cc1cc(CN(C)C)c(O)c(CN(C)C)c1 | -3%[201 µM] | 5%[201 µM]
COc1ccccc1-c1nc2c(c(SCC(=O)Nc3c(C)cc(C)cc3C)n1)Cc1c(CO)cnc(C)c1O2 | -3% | -2%
CC(C)CNC(=O)C1=CC(c2ccc3c(c2)OCO3)=NS(=O)(=O)N1C | 0% | -5%
Cc1ccc(Cl)cc1Cl | -5%[201 µM] | -8%[201 µM]
Cc1cccc(OCC(=O)Nc2nonc2-c2ccc(Br)cc2)c1C | -1% | -7%
CN1c2cc(Cl)ccc2-c2nc(SCC(=O)Nc3ccc(F)cc3F)ncc2S1(=O)=O | 0% | 0%
COc1cc(NC(=O)Nc2c[nH]c(=O)[nH]c2=O)cc(OC)c1OC | -2% | 4%
Cc1c(C)n(C)c2ccc(C(=O)N3CCN(c4ccccc4)CC3)cc12 | -1% | 1%
COc1ccc(Cl)cc1NC(=O)C1CCN(c2nnc(C)c3c(C)n(-c4ccccc4)nc23)CC1 | -1% | -1%
CNS(=O)(=O)c1cn(CC(=O)N2CCN(c3ccccc3F)CC2)cc1S(=O)(=O)NC | -1% | -9%
O=C(/C=C/c1ccccc1)NCCO | 0% | 6%
Cc1ccccc1-c1noc(-c2ccc(N3CCOCC3)c([N+](=O)[O-])c2)n1 | 0% | 4%
Cc1nn(CCCC(=O)NCc2cccc(F)c2)c(=O)c2nn(-c3ccccc3)c(C)c12 | -1% | -2%
CCOC(=O)c1cccc(NC(=O)c2oc3c(c2C)-c2[nH]ncc2CC3)c1 | -2% | -2%
O=C(CSc1nncn2c1cc1sccc12)Nc1ccccc1C(F)(F)F | -2% | -2%
COc1ccccc1CNC(=O)c1ccc(N2Cc3cccc(OC)c3Oc3ncccc32)s1 | 1% | -5%
CCOC(=O)c1cc(C)n(CC2CCC(C(=O)Nc3cc(OC)cc(OC)c3)CC2)c1C (stereo unspecified) | 0% | 3%
CCOC(=O)CCN(c1ccccc1)S(=O)(=O)c1cc(-c2cc(C)no2)ccc1C | 0% | -7%
Cc1ccccc1NC(=O)CCC(=O)N1CC(C)Sc2ccccc21 (stereo unspecified) | -1% | 5%
COc1ccc(NC(=O)c2ccc3c(=O)n4nc(Nc5cccc(Cl)c5C)sc4nc3c2)cc1 | 0% | -8%
CCOC(=O)c1c(C)[nH]c(C)c1S(=O)(=O)N(C)CC(=O)Nc1ccc(CC)cc1 | 0% | 0%
CC(C)CCCC(C)N (stereo unspecified) | -1% | 13%
CCOC(=O)c1c(C)[nH]c(C)c1S(=O)(=O)N1CCCC(C(=O)NCc2ccc(Cl)cc2)C1 (stereo unspecified) | 1% | -5%
CC(=O)c1ccc(N2CCN(C3C(=O)c4ccccc4N3C(C)=O)CC2)cc1 (stereo unspecified) | -1% | 5%
Cc1cc(C)cc(NS(=O)(=O)c2ccc(-c3cc(C)no3)s2)c1 | 0% | 6%
Cc1ccc(NC(=O)c2oc3c(c2C)-c2[nH]ncc2CC3)c(Cl)c1 | -1% | 2%

Exported with values under each structure: part of the list above.
Under each structure: TexasRed fluor | TRb-SRC2 inh
CCCCNc1ccc(-c2nc(-c3ccccc3)no2)cc1[N+](=O)[O-]
    0% | 0%
CCCCCCCCC(=O)O
    -1%[201 µM] | -10%[201 µM]
Cc1ccc(NC(=O)CSc2nc(-c3ccc(C(C)(C)C)cc3)nc3cc(=O)[nH]n23)cc1C
    0% | 8%
CCC(CC)C(=O)Nc1c(C(=O)N2CCN(c3ccccc3F)CC2)oc2ccccc12
    -2% | 0%
Cc1cccc(NC(=O)NCCOCCn2c(=O)oc3ccccc32)c1C
    0% | -1%
COc1ccc2c(c1)c1c(c(=O)n(Cc3ccccc3)c(=O)n1CC(=O)Nc1c(C)cccc1C)n2C
    -1% | -2%

(continued)
canonical_smiles | TexasRed fluor | TRb-SRC2 inh
CCCCN(Cc1cccs1)S(=O)(=O)c1cc(-c2cc(C)no2)ccc1C | -1% | 1%
Cc1ccc(NC(=O)c2ccc(CN3C(=O)CCn4nc(C)cc43)cc2)c(Cl)c1 | -2% | 4%
COc1ccc2c(c1)c1c(c(=O)n(-c3cccc(Cl)c3)c(=O)n1CC(=O)N1CCCC1)n2C | -2% | -6%
CC(C)CNC(=O)N1[C@H](c2cccs2)[C@@H](C)C(=O)[C@@H](C)[C@@H]1c1cccs1 | 0% | -5%
O=C(Cn1cc(SCc2ccccc2F)c2ccccc21)N1CCCCCC1 | -2% | 0%
CCCOc1ccc(CNC(=O)c2[nH]c3cc(OC)ccc3c2Sc2ccccc2)cc1 | 1% | -3%
CCOC(=O)c1c(C)[nH]c(C)c1S(=O)(=O)N(C)CC(=O)Nc1cccc(Cl)c1C | -1% | -3%
Cc1ccc(-n2c(CCC(=O)O)ccc2-c2cccs2)cc1Cl | -1% | 4%
CCOc1ccc(CNC(=O)C(C)n2ncn3cccc3c2=O)cc1 (stereo unspecified) | 1% | -3%

Whole records from above. Screens in order: TexasRed fluor | TRb-SRC2 inh
CC(C)CNC(=O)N1[C@H](c2cccs2)[C@@H](C)C(=O)[C@@H](C)[C@@H]1c1cccs1 as listed: 0% | -5%
CCCCN(Cc1cccs1)S(=O)(=O)c1cc(-c2cc(C)no2)ccc1C as listed: -1% | 1%

The list is partial; rates above refer to the full screens.
